Nrf2 ARE act: qHTS of Nrf2 Activators; AREc32 ARE-luciferase reporter (MCF7-derived line), luminescence, 24 h; Potency, µM (titrated, usually from 46.1 µM), for the others: at the highest dose activation, hits mostly activators; 0.31% of 410,000 active; also: potency is read from the fitted curve at half-maximal effect; % of control where 0% means no effect; nearly all actives have a fitted effect of over 65% in size
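Quantitative high-throughput format: AREc32 reporter cells, 1000 per well, received compound by pin transfer and were incubated 24 hr at 37 deg C, 5% CO2, before Steady-Glo luminescence detection.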
CCT chaperon mod: High-Throughput Screening for Modulators of Cytosolic Chaperonin Activity. 0.3% of 360,000 active. activity change, % (test concentration not listed), hits read low. purified chaperonin ATPase assay, HTRF ADP detection, 30 min. AID 651819, 2012; in the data active = activity change below about -30%; also: % is scaled to controls: 0 for no effect and ±100 for the full control effect
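TRiC (40 or 20 nM final, by batch activity) in 30 mM Tris pH 7.4, 100 mM KCl, 5 mM MgCl2, 1 mM DTT was treated with compound at 76 uM single dose, then 10 uM ATP, 30 min at 37 °C. ADP was read by HTRF Transcreener.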
A549 tox: Nrf2 qHTS screen for inhibitors: counterscreen for cytotoxicity; A549 ARE-Fluc cells, CellTiter-Fluor viability, 18-24 h; Potency, µM (doses to about 46 µM), inactives show top-dose activity change, negative = cytotoxicity, hits mostly inhibitors; 0.16% of 390,000 active; AID 504648, 2011; also: potency is read from the fitted curve at half-maximal effect; % is scaled to controls: 0 for no effect and ±100 for the full control effect
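A549 ARE-Fluc cells in 5% FBS OPTI-MEM, 5000 cells/well, rested 2 h then exposed to compounds in concentration-response for 18-24 h at 37 °C. Viability by CellTiter-Fluor fluorescence (Ex 405/Em 525) after 30 min; luciferase luminescence (BugLite, 15 min, RT) read afterwards.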
Akt phos inh: HTS Assay for Inhibitors of Akt Phophorylation: Primary Screen; 0.32% of 360,000 active; Neuro2A IGF-stimulated pAkt S473 HTRF, 20 min; hits give low values; AID 651550, 2012; activity change, % for hits at 50 µM; in the data active = activity change below about -80%; inconclusive = mostly about -51% to -80%; also: % is scaled to controls: 0 for no effect and ±100 for the full control effect
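Single-point screen (50 µM final compound) in Neuro2A cells stimulated 20 min with 6 nM IGF at 37 deg C. After lysis, Ser473-phosphorylated Akt read by HTRF (ex 330 nm, em 615/665 nm) as the 665/615 ratio.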
MmCpn inh: Inhibitors of TCP-1 ring complex (TRiC) of Methanococcus maripaludis (MmCpn): qHTS | Chaperonin Mm-Cpn (Methanococcus maripaludis) | purified Mm-Cpn ATPase, ADP Transcreener TR-FRET | Potency, µM (titrated, usually from 76.9 µM), inactives show at the top dose activity, negative = inhibition, actives largely listed as inhibitors | 0.031% of 330,000 active | AID 504842, 2011; also: potency is read from the fitted curve at half-maximal effect; % is scaled to controls: 0 for no effect and ±100 for the full control effect; nearly all actives have a fitted effect of over 80% in size
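ATPase turnover read by TR-FRET ADP competition (Eu cryptate antibody/ADP-d2, 665/590 nm): 10uM ATP final, 25nM Mm-CPN final, 30 min 37degC after 10-min compound preincubation, pH 7.4 Tris/KCl/MgCl2/DTT buffer.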
HepG2 tox: qHTS for Inhibitors of TGF-b: Cytotox Counterscreen; HepG2 CAGA-GFP viability, ATP luminescence, 18 h; Potency, µM (top dose mostly 46.1 µM), without a hit: top-dose activity change, negative = cytotoxicity, most hits filed as cytotoxic; 0.76% of 410,000 active; also: potency is read from the fitted curve at half-maximal effect; some results filed as inactive show a strong effect at the top dose
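CellTiter-Glo luminescence gave cytotoxicity after 18 hours at 37 degrees C. The cells were HepG2 CAGA-GFP in 1% FBS DMEM, stimulated with 500 pg/mL TGF-beta after compound addition. %Activity was normalised to no-cell wells (complete cell-killing) and DMSO (no toxicity), and curves were fitted and classified.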
Nrf2 inh: Nrf2 qHTS screen for inhibitors; A549 ARE-Fluc reporter, luciferase luminescence, 18-24 h; 2.1% of 360,000 active; Potency, µM (titrated, usually from 46 µM), for the others: at the highest dose activity change, negative = inhibition, actives largely listed as inhibitors; also: potency is read from the fitted curve at half-maximal effect; % is scaled to controls: 0 for no effect and ±100 for the full control effect; nearly all actives have a fitted effect of over 60% in size
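Two sequential reads on A549 ARE_Fluc cells exposed to compound for 18-24 h: a CellTiter-Fluor fluorescence read for viability, then a luciferase luminescence read for Nrf2/ARE activity.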
Abeta yeast res: qHTS for compounds that reverse cellular toxicity of Amyloid beta (A-beta) peptide in yeast: Primary Screen; yeast expressing A-beta42, growth rescue, OD600, 48 h; response scale: 0% DMSO, 100% iron-clioquinol control; Potency, µM (top dose mostly 46.1 µM), without a hit: at the top dose growth rescue, most hits filed as activators; 0.063% of 410,000 active; also: potency is read from the fitted curve at half-maximal effect; nearly all actives have a fitted effect of over 55% in size
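Growth rescue measured by 600 nm absorbance after 48 h yeast culture at 30 C with compound. Values normalized between DMSO and an equimolar ferric chloride plus clioquinol control.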
TGFb SMAD3 inh: qHTS for Inhibitors of TGF-b; HepG2 CAGA-GFP TGF-b/SMAD3 reporter, GFP fluorescence, 18 h; TGF-beta stimulated, 500 pg/mL final; Potency, µM (highest dose often 46.1 µM), inactives show at the top dose activity, negative = inhibition, hits mostly inhibitors; 1.2% of 410,000 active; also: potency is read from the fitted curve at half-maximal effect; % is scaled to controls: 0 for no effect and ±100 for the full control effect; nearly all actives have a fitted effect of over 65% in size
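Cell-based qHTS in HEPG2 carrying a CAGA-GFP Smad reporter; compounds added before 500 pg/mL final TGF-beta, 18 h incubation at 37 degrees C, GFP fluorescence quantified per cell by imaging cytometry.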
* = called active by the depositor; i = inactive; ? = inconclusive; . = no result given; [ ] = another dose, or the depositor's remark. Unless noted, calls follow the shape of the dose curve; as a rule, active = well fitted curve in the direction sought with a large enough effect; inconclusive = small, poorly fitted or top-dose-only effect, or another doubt; inactive = no such curve, though single readings can be large; an effect the other way counts as inactive or inconclusive.

smiles | Nrf2 ARE act | CCT chaperon mod | A549 tox | Akt phos inh | MmCpn inh | HepG2 tox | Nrf2 inh | Abeta yeast res | TGFb SMAD3 inh
CC(C)CN(C(=O)COC(=O)CCCc1c[nH]c2ccccc12)c1c(N)n(Cc2ccccc2)c(=O)[nH]c1=O | -0.5% | -2.8 | -10% | i | -1% | -5% | ? | -14% | -2%
COC(=O)CN1C(=O)C(O)(CC(=O)c2ccccc2)c2ccccc21 (stereo unspecified) | 0.6% | -5.2 | -3% | i | 2% | -2% | 8% | 6% | 18%
Nc1ccc(OCc2ccccc2)cc1 | -0.1% | -0.1 | 4% | i | -1% | -43% | 4% | 4% | -18%
C=CCN1CCOc2ccc(C)cc2S1(=O)=O | 0.0% | 0.0 | -2% | i | . | 4% | 8% | -7% | ?
CCOC(=O)c1c(C)[nH]c(C(=O)COC(=O)CCC(=O)c2ccc3c(c2)OCCO3)c1C | -0.2% | -1.7 | -4% | i | -4% | -1% | 13% | 10% | 0%
CS(=O)(=O)CCC(C(=O)OCc1ccc(Cl)cc1)N1C(=O)c2ccccc2C1=O (stereo unspecified) | -0.4% | -2.9 | 7% | i | 3% | -36% | -16% | -10% | 0%
COc1ccc([C@H]2CC(=O)C=C(/C=C/c3ccc(Cl)cc3)C2)cc1 | -0.3% | -0.5 | -1% | i | 0% | 12% | ? | -10% | ?
CCOC(=O)C1CCCCN1C(=O)c1ccc2nc(Cc3ccc(OC)cc3)oc2c1 (stereo unspecified) | 2.0% | 0.8 | -3% | i | 0% | -1% | 1% | 2% | -17%
CCOc1ccc(C(=O)N2CCN(c3ncccn3)CC2)cc1 | -1.1% | 1.3 | -1% | i | . | 139% | 13% | 3% | 0%
CCN(CC)CCOc1c(Br)ccc2c1sc1nc3n(c(=O)c12)CCC3 | 8.9% | 0.1 | ? | i | -1% | -76% | ? | -20% | -11%
O=C(NN=C1CCCC1)c1cccs1 | 3.1% | 0.4 | 0% | i | 1% | -4% | 13% | -2% | -18%
O=C(NC1CCCCC1)N1CCN(c2ccccc2)CC1 | -0.7% | -1.3 | -5% | i | 0% | 7% | 14% | 5% | 11%
CC(C)(C)n1nc2c(c1NC(=O)c1ccccc1S(=O)(=O)C(F)F)CS(=O)(=O)C2 | -1.2% | -2.5 | 8% | i | -1% | 2% | -11% | -3% | -7%
COc1ccc(CNC(=O)CCCc2nnc3n(CCC(C)C)c(=O)c4sccc4n23)cc1 | 0.4% | . | 4% | . | . | -27% | ? | -15% | ?
O=[N+]([O-])c1nn(-c2ccc3c(c2)OCCO3)n(O)c1=Nc1ccccc1 | -2.3% | 2.5 | -21% | i | -1% | -32% | -25% | -42%[inhibitor] | -5%
Cn1c(SCc2ccc(F)cc2)nnc1-c1ccncc1 | 0.4% | -1.1 | 2% | i | 1% | 7% | 7% | -4% | -5%
Cc1ccc(/C=N/NC(=O)c2nnn(-c3nonc3N)c2CN(C)C)o1 | 0.0% | 2.4 | -1% | i | 2% | -1% | -2% | -9% | 9%
CCO[C@H]1OC(C(=O)N2CCCCCCC2)=C[C@@H](C2CCCCC2)[C@@H]1CCCO | 9.3% | 0.8 | -12% | i | . | -15% | -1% | 18% | ?
CCN(CC)CC(O)COCCC12CC3CC(CC(C3)C1)C2 (stereo unspecified) | -0.3% | 0.7 | -27% | . | -2% | -6% | 7% | -2% | -4%
Cn1c(SCC(=O)NCCN2C(=O)CSC2=O)nnc1-c1ccccc1 | 0.1% | 0.5 | 9% | i | -1% | -17% | 15% | -23% | -3%

Reprinted from the part before: 4 entries; new compounds follow.
smiles | Nrf2 ARE act | CCT chaperon mod | A549 tox | Akt phos inh | MmCpn inh | HepG2 tox | Nrf2 inh | Abeta yeast res | TGFb SMAD3 inh
Cc1ccc(/C=N/NC(=O)c2nnn(-c3nonc3N)c2CN(C)C)o1 | 0.0% | 2.4 | -1% | i | 2% | -1% | -2% | -9% | 9%
CCO[C@H]1OC(C(=O)N2CCCCCCC2)=C[C@@H](C2CCCCC2)[C@@H]1CCCO | 9.3% | 0.8 | -12% | i | . | -15% | -1% | 18% | ?
CCN(CC)CC(O)COCCC12CC3CC(CC(C3)C1)C2 (stereo unspecified) | -0.3% | 0.7 | -27% | . | -2% | -6% | 7% | -2% | -4%
Cn1c(SCC(=O)NCCN2C(=O)CSC2=O)nnc1-c1ccccc1 | 0.1% | 0.5 | 9% | i | -1% | -17% | 15% | -23% | -3%
Cc1nc(SCC(=O)c2cc3ccccc3oc2=O)c(C#N)c(-c2ccccc2)c1C(=O)Nc1ccccc1 | 0.2% | -0.2 | -13% | i | -3% | 2% | 23µM* | 19% | -2%
Cc1ccc(C(=O)OC(C)C(=O)NC2CCCCC2C)s1 (stereo unspecified) | 0.4% | -1.2 | -5% | i | 3% | 6% | ? | 9% | 13%
CSc1ncccc1C(=O)N1CCN(S(=O)(=O)c2ccc(F)cc2)CC1 | -0.7% | -2.4 | -2% | i | 1% | -4% | 4% | 8% | -13%
CSc1nc(O)c(Cc2ccccc2)c(=O)[nH]1 | -0.9% | -3.3 | -1% | i | -2% | -2% | -20% | 18% | 0%
CC(c1ccccc1)n1c(N2CCN(C)CC2)nc2c1c(=O)[nH]c(=O)n2C (stereo unspecified) | -0.2% | 0.4 | -3% | i | 0% | 21% | 2% | -8% | 20%
COc1ccc(CC(=O)Nc2nc3ccc(F)cc3s2)cc1S(=O)(=O)N1CCOCC1 | 17% | -3.4 | -18% | i | -21% | -55% | ? | -9% | ?
O=C(CCNC(=O)c1ccc(Br)cc1)NCCCc1ccccc1 | 0.4% | -0.8 | 3% | i | 3% | 0% | ? | -11% | -5%
CCCNC(=O)C1(C)CCN(Cc2ccc(-n3ccnc3)cc2)C1 (stereo unspecified) | -0.5% | -0.2 | . | i | . | -3% | . | -16% | 11%
CCN(CC)c1nc2n(c(=S)n1)CCS2 | -0.1% | 1.1 | -1% | . | 1% | -10% | 3% | 13% | -2%
COc1ccc(N(CC(=O)Nc2cccnc2)S(=O)(=O)c2ccc(C)cc2)cc1Cl | 2.5% | 0.2 | -3% | i | 1% | -5% | -2% | -3% | 8%
Cc1ccc(S(=O)(=O)N2CCN(C(=O)c3sccc3-c3ccccc3)CC2)cc1 | -0.9% | -1.3 | -1% | i | 2% | -8% | -16% | 34% | 3%
CN(C)CCCNC(=O)c1ccc(=O)[nH]n1 | -0.4% | -1.1 | 8% | i | -1% | 0% | -1% | -1% | -6%
O=C1c2ccccc2S(=O)(=O)N1Cc1ccccc1[N+](=O)[O-] | -0.1% | -1.3 | 0% | i | 1% | -7% | -6% | -9% | -7%
CC1CCc2c(sc3ncnc(NCCN4CCOCC4)c23)C1 (stereo unspecified) | 3.1% | -1.7 | 0% | i | -2% | -31% | 2% | -11% | -1%
CCCS(=O)(=O)NC(=O)C1(C)CCN(C(=O)c2cc(F)cc(F)c2)C1 (stereo unspecified) | -0.1% | -1.4 | . | i | . | 10% | . | 0% | 25%
CCOc1ccc(N(C)S(=O)(=O)c2ccc3[nH]cc(C(=O)NCCCOC)c(=O)c3c2)cc1 | 2.3% | -1.7 | 11% | i | 1% | -16% | ? | 2% | -4%
COc1ccc(CNC(=O)Cn2nc([N+](=O)[O-])c(Br)c2C)cc1 | 0.2% | 0.2 | 0% | i | 1% | 11% | -7% | 18% | -1%
Cc1cccc(NC(=O)c2ccc3c(O)c(S(=O)(=O)c4ccccc4)c(=O)[nH]c3c2)c1C | 0.2% | . | 4% | . | . | -13% | -5% | 16% | ?
Cc1ccc(OCC(=O)Nc2cccc(S(=O)(=O)NC3=NCCCCC3)c2)cc1C | -0.8% | -3.7 | -3% | i | -2% | -5% | -32% | -5% | -26%
COc1ccc(-c2csc3ncnc(NCCN4CCOCC4)c23)cc1 | -0.7% | -2.7 | -19% | i | -1% | -3% | ? | 10% | -6%

The last three compounds of the section above open the next one.
smiles | Nrf2 ARE act | CCT chaperon mod | A549 tox | Akt phos inh | MmCpn inh | HepG2 tox | Nrf2 inh | Abeta yeast res | TGFb SMAD3 inh
Cc1cccc(NC(=O)c2ccc3c(O)c(S(=O)(=O)c4ccccc4)c(=O)[nH]c3c2)c1C | 0.2% | . | 4% | . | . | -13% | -5% | 16% | ?
Cc1ccc(OCC(=O)Nc2cccc(S(=O)(=O)NC3=NCCCCC3)c2)cc1C | -0.8% | -3.7 | -3% | i | -2% | -5% | -32% | -5% | -26%
COc1ccc(-c2csc3ncnc(NCCN4CCOCC4)c23)cc1 | -0.7% | -2.7 | -19% | i | -1% | -3% | ? | 10% | -6%
Cc1ccccc1C(=O)NC1CC2CCCC(C1)N2C(=O)Nc1ccccc1 (stereo unspecified) | -0.6% | -0.8 | -4% | i | -1% | 1% | 5% | 7% | 10%
O=C(C(Sc1ccccc1)c1ccccc1)N1CCN(c2ccccc2F)CC1 (stereo unspecified) | 0.2% | -0.2 | -17% | i | -2% | -2% | ? | 16% | -14%
CCCC1=NN(C(=O)CCc2ccccc2O)C(O)(C(F)(F)F)C1 (stereo unspecified) | -1.1% | -1.2 | 0% | i | 1% | 2% | -11% | 6% | -19%
CCOC(=O)c1ccccc1NC1c2ccccc2C(=O)N1c1ccc(C)cn1 (stereo unspecified) | -0.4% | -2.5 | 2% | i | -3% | -12% | 13% | 1% | -4%
CCNC(=O)c1c(NC(=O)c2cc(=O)c3ccc(C)c(C)c3o2)sc2c1CCCC2 | -1.1% | . | 4% | . | . | -1% | 5% | -14% | 0%
